PhoP GFP inhibition – PhoP regulon inhibitors, Salmonella typhi PhoP promoter GFP reporter, confirmatory (AID 1850); 0.33% of 310,000 active; inhibition, % at 50 µM, or IC50 in µM where a hit was titrated; Salmonella Typhi PhoP-promoter GFP reporter, fluorescence, 4 h; higher % means a stronger effect; in the data active = a potency from the dose series; inconclusive = inhibition mostly from about 25% at the one dose, without a potency; inactive = the rest, 99 in 100 with inhibition below about 19%;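 note: 0% = induced wells with vehicle and 100% = uninduced wells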
influenza NS1A – NS1A inhibition, H1N1 influenza, cell based functional assay (AID 504329). NS1A functional cell-based assay, percent inhibition; higher % means a stronger effect. inhibition, % at 12.5 µM, or IC50 in µM where a hit was titrated. 0.3% of 340,000 active; in the data active = a potency from the dose series; inconclusive = inhibition above about 27% without an active follow-up result; note: strong numbers were not always called active
M. tuberculosis – growth inhibition of non-replicating M. tuberculosis (AID 488890); one-dose inhibition, % at 25 µM; IC50 in µM for titrated hits; 0.39% of 320,000 active; Mycobacterium tuberculosis non-replicating, growth inhibition; higher % means a stronger effect; in the data active = a potency from the dose series; inconclusive = inhibition mostly from about 82% at the one dose, without a potency; inactive = the rest, 99 in 100 with inhibition below about 76%;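 note: plate controls were DMSO cells for no effect and high antibiotic wells for full effect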
VEEV TC-83 Vero – inhibitors of VEEV TC-83 cytopathic effect, confirmation, Vero cells (AID 588727); 0.13% of 350,000 active; Vero cells, VEEV TC-83 cytopathic effect inhibition; higher % means a stronger effect; one-dose inhibition, % at 20 µM; IC50 in µM for titrated hits; in the data active = a potency from the dose series; inconclusive = inhibition mostly from about 14% at the one dose, without a potency; inactive = the rest, 99 in 100 with inhibition below about 12%; note: strong numbers were not always called active
H37Rv inhibition – M. tuberculosis growth inhibition, HTS (AID 449762); M. tuberculosis H37Rv growth inhibition, 7H9 media; higher % means a stronger effect; one-dose inhibition, % at 25 µM; IC50 in µM for titrated hits; 0.59% of 330,000 active; in the data active = a potency from the dose series; inconclusive = inhibition above about 70% without an active follow-up result;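 note: bacterial growth assessed after seven days of incubation; strong numbers were not always called active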
VEEV TC-83 Vero 10K pilot screen – recorded beside VEEV TC-83 Vero, whose call it bears; inhibition, %; measured here: 10K pilot screen inhibition
Numbers without * were called inactive; i = inactive; ? = inconclusive; / = no result given. No enrichment for hits; 1.4% or so of the library scored in one or more.

The first 21 compounds as a preview:
SMILES	PhoP GFP inhibition	influenza NS1A	M. tuberculosis	VEEV TC-83 Vero	H37Rv inhibition	others
Cc1ccc(S(=O)(=O)N2CCN(C(=O)COC(=O)CCOc3ccccc3C)CC2)c(C)c1	/	-9%	/	0.6%	/
COc1ccc(NC(=O)c2c(C)noc2-c2snnc2C)cc1	-10%	-21%	-1%	3.7%	-2%
O=C(O)CC(C(=O)NCc1ccccc1)C1CCCO1 (configuration not stated)	8%	-8%	-5%	0.5%	-8%
Cc1nc(-c2ccccc2)sc1C(=O)/C=C/c1ccc(Cl)cc1	-6%	1%	78%	7.5%	36%
COc1ccc(NS(=O)(=O)c2ccc(O)c(NC(=O)c3ccc(S(=O)(=O)N4CCCC4)cc3)c2)cc1	-11%	8%	8%	3.6%	-13%
COc1ccc(CNS(=O)(=O)c2ccc(F)c(C(=O)Nc3ccc(OC)cc3)c2)cc1	1%	-8%	-17%	8.4%	1%
Cc1ccc(C(=O)NC(=S)Nc2ccccc2C(F)(F)F)c(C)c1	-10%	4%	12%	i	-1%
OCCNc1ncnc2c1ncn2Cc1ccccc1	-6%	-3%	-4%	1.8%	6%
O=C(NN=Cc1ccc(F)c(F)c1)c1ccc(NS(=O)(=O)c2cccs2)cc1	/	2%	39%	1.1%	8%
CCOC(=O)c1sc(S(C)(=O)=O)c2c1CC(C)(C)C/C2=N/O	-12%	/	0%	i	-9%
COc1ccc(CCC(=O)OCC(=O)Nc2sccc2C#N)cc1	/	-14%	10%	3.1%	3%
CN1CCN(c2nc(Cl)ncc2F)CC1	5%	-1%	-7%	2.4%	-4%
Cc1cc(C)c(NC(=O)CCCN2CCN(C)CC2)c(C)c1	11%	-11%	-5%	i	1%
Cc1ccccc1-n1ncc(C(C)NS(=O)(=O)c2sccc2C)c1C (configuration not stated)	-6%	11%	-5%	4.9%	-1%
COC(=O)Cc1cc(OC)c(OC)cc1Cc1cc(OC)c(OC)cc1CC(=O)OC	5%	-5%	-7%	i	-5%
O=C(NNC1=NCCC1)c1cccc(Br)c1	-8%	0%	?	1.5%	?
Brc1ccc(C=Nc2ccc(Nc3ccccc3)cc2)s1	-9%	7%	?	i	0%
CSc1nc2c(c(=O)[nH]1)C(c1ccccc1)C1=C(CC(C)(C)CC1=O)N2 (configuration not stated)	4%	/	-5%	0.8%	-9%
O=S(=O)(c1ccccc1)N1CCN(c2ncnc3scc(-c4ccccc4)c23)CC1	-13%	-2%	16%	7.9%	0%
COc1ccc(N2CCN(C(C)C(=O)N(C)Cc3ccccc3)CC2)cc1 (configuration not stated)	-8%	4%	-2%	i	4%
O=C1CCCN1CCC1CCN(C2CC(=O)N(Cc3ccc(N4CCCC4=O)cc3)C2=O)CC1 (configuration not stated)	-2%	18%	33%	2.4%	3%

The whole of this part, previewed entries included:
SMILES	PhoP GFP inhibition	influenza NS1A	M. tuberculosis	VEEV TC-83 Vero	H37Rv inhibition	others
Cc1ccc(S(=O)(=O)N2CCN(C(=O)COC(=O)CCOc3ccccc3C)CC2)c(C)c1	/	-9%	/	0.6%	/
COc1ccc(NC(=O)c2c(C)noc2-c2snnc2C)cc1	-10%	-21%	-1%	3.7%	-2%
O=C(O)CC(C(=O)NCc1ccccc1)C1CCCO1 (configuration not stated)	8%	-8%	-5%	0.5%	-8%
Cc1nc(-c2ccccc2)sc1C(=O)/C=C/c1ccc(Cl)cc1	-6%	1%	78%	7.5%	36%
COc1ccc(NS(=O)(=O)c2ccc(O)c(NC(=O)c3ccc(S(=O)(=O)N4CCCC4)cc3)c2)cc1	-11%	8%	8%	3.6%	-13%
COc1ccc(CNS(=O)(=O)c2ccc(F)c(C(=O)Nc3ccc(OC)cc3)c2)cc1	1%	-8%	-17%	8.4%	1%
Cc1ccc(C(=O)NC(=S)Nc2ccccc2C(F)(F)F)c(C)c1	-10%	4%	12%	i	-1%
OCCNc1ncnc2c1ncn2Cc1ccccc1	-6%	-3%	-4%	1.8%	6%
O=C(NN=Cc1ccc(F)c(F)c1)c1ccc(NS(=O)(=O)c2cccs2)cc1	/	2%	39%	1.1%	8%
CCOC(=O)c1sc(S(C)(=O)=O)c2c1CC(C)(C)C/C2=N/O	-12%	/	0%	i	-9%
COc1ccc(CCC(=O)OCC(=O)Nc2sccc2C#N)cc1	/	-14%	10%	3.1%	3%
CN1CCN(c2nc(Cl)ncc2F)CC1	5%	-1%	-7%	2.4%	-4%
Cc1cc(C)c(NC(=O)CCCN2CCN(C)CC2)c(C)c1	11%	-11%	-5%	i	1%
Cc1ccccc1-n1ncc(C(C)NS(=O)(=O)c2sccc2C)c1C (configuration not stated)	-6%	11%	-5%	4.9%	-1%
COC(=O)Cc1cc(OC)c(OC)cc1Cc1cc(OC)c(OC)cc1CC(=O)OC	5%	-5%	-7%	i	-5%
O=C(NNC1=NCCC1)c1cccc(Br)c1	-8%	0%	?	1.5%	?
Brc1ccc(C=Nc2ccc(Nc3ccccc3)cc2)s1	-9%	7%	?	i	0%
CSc1nc2c(c(=O)[nH]1)C(c1ccccc1)C1=C(CC(C)(C)CC1=O)N2 (configuration not stated)	4%	/	-5%	0.8%	-9%
O=S(=O)(c1ccccc1)N1CCN(c2ncnc3scc(-c4ccccc4)c23)CC1	-13%	-2%	16%	7.9%	0%
COc1ccc(N2CCN(C(C)C(=O)N(C)Cc3ccccc3)CC2)cc1 (configuration not stated)	-8%	4%	-2%	i	4%
O=C1CCCN1CCC1CCN(C2CC(=O)N(Cc3ccc(N4CCCC4=O)cc3)C2=O)CC1 (configuration not stated)	-2%	18%	33%	2.4%	3%
Cc1cc(SC(C)C(=O)NCC(=O)Nc2ccc(F)c(F)c2F)nc2ccccc12 (configuration not stated)	2%	-1%	-13%	0.2%	6%
CCOC(=O)C(=Cc1ccccc1OC)C(=O)OCC	-8%	-6%	61%	?	-2%
Brc1ccccc1Cn1cnc2ccccc21	7%	-6%	6%	i	6%
COc1ccccc1C(=O)NC1CCN(C(=O)Nc2ccc(F)cc2)CC1	-39%	11%	-1%	0.8%	5%
CCOC(=O)C1CCCN(c2ccc([N+](=O)[O-])c3nonc23)C1 (configuration not stated)	/	6%	/	i	/
CNC(C)Cc1ccccc1Sc1ccc(O)cc1 (configuration not stated)	9%	5%	0%	0.6%	-7%
N#Cc1c2c(c[nH]c1=O)CCN2Cc1ccccc1	2%	-3%	-6%	0.4%	-1%
Cc1c(C(=O)Nc2ccc(F)cc2)cn2c(nc3ccccc32)c1C#N	10%	-12%	15%	i	6%
CCn1c(SCc2ccccc2)nnc1-c1ccc(S(=O)(=O)N2CCCCC2)cc1	3%	6%	39%	4.3%	-10%
O=C(NCCc1ccc(Cl)cc1)c1n[nH]c2ccccc12	-19%	-5%	37%	i	4%
Cc1nc2ccccn2c1C(=O)NN=C1CCCC1	-6%	-13%	0%	0.8%	-6%
COC(=O)c1sc2nc3c(cc2c1N)C(=O)CC(C)(C)C3	-12%	-3%	-19%	i	-3%
COc1ccc(S(=O)(=O)N2CCCCC2)cc1NC(=O)c1ccc2ccccc2n1	-3%	-7%	-12%	i	-1%	VEEV TC-83 Vero 10K pilot screen=2.2
COc1ccc(NC(=O)c2c(-c3c(Cl)cccc3Cl)noc2C)cn1	-6%	-3%	2%	2.2%	0%
O=C(/C=C/c1ccc2c(c1)OCO2)Nc1nc(-c2ccc(F)cc2F)cs1	-3%	/	1%	/	8%
COc1ccc(NC(=O)CN(C)C(=O)CCC(=O)c2ccc(C)cc2)cc1	5%	-2%	4%	3.6%	0%
Cc1cc(=O)oc2c(CN(C)Cc3ccccc3)c(O)ccc12	23%	4%	/	i	-6%
O=C(NCCO)/C(=C/c1ccc(Br)cc1)NC(=O)c1cccs1	-5%	7%	-16%	0.3%	-10%
Cc1ccc2nc(N/N=C\c3ccc([N+](=O)[O-])o3)nc(-c3ccccc3)c2c1	-2%	11%	24%	12%	?
COc1ccc(-n2nc([N+](=O)[O-])c(=NC3CCN(Cc4ccccc4)CC3)n2O)cc1	-4%	9%	6%	0.1%	-12%
CN(C)/C=C(\C=N\OCc1ccc(Cl)cc1Cl)C(=O)Nc1ccc(Cl)c(Cl)c1	-22%	5%	39%	0.3%	61%
O=C(Cn1cccc1C(=O)c1ccccc1)NCCN1CCCCCC1	5%	11%	12%	1.3%	-2%
CCOc1ccc(NC(=O)CN(C)C(=O)c2c(C)nn(Cc3ccccc3Cl)c2C)cc1OCC	/	0%	/	1.2%	/
O=C1NC(c2ccncc2)Nc2ccccc21 (configuration not stated)	-4%	-10%	-1%	7.0%	-8%
COc1ccc(-c2cc(=O)oc3c(O)c(O)ccc23)cc1	-4%	-2%	1%	10%	4%
COc1ccc(/C(C)=N/NC(=S)Nc2cc(C)ccc2C)cc1	-4%	-3%	?	i	?
CC(Cc1cccs1)NC(=S)Nc1ccccc1 (configuration not stated)	-3%	3%	?	0.9%	3%	VEEV TC-83 Vero 10K pilot screen=1.2
CCCN(CCC)C(=O)C[n+]1cccc(/C=N/O)c1	-9%	-2%	-4%	0.3%	-5%
Cc1c(C#N)c(NC(=O)CCl)n(Cc2ccccc2)c1C	0%	-5%	?	?	59%
CCn1c(SCC(=O)OC2CCCCC2)nnc1-c1ccncc1	-4%	-4%	9%	1.9%	4%
CCc1c(C)sc(NC(=S)N2CCN(C(=O)C3CCCO3)CC2)c1C(=O)OC (configuration not stated)	-1%	6%	13%	6.8%	-5%
Nc1cc(=O)[nH]c(SCCSc2ccccc2)n1	0%	0%	49%	1.7%	4%
O=C(NCc1ccc2[nH]c3c(c2c1)CCCC3)c1ccc(S(=O)(=O)N2CCCCC2)cc1	-3%	7%	-3%	5.6%	-12%	VEEV TC-83 Vero 10K pilot screen=2.6
COc1cccc(C(=O)NN2C(=O)C3C4C=CC(O4)C3C2=O)c1 (configuration not stated)	-6%	0%	-11%	0.3%	-6%
CCOC(=O)c1cn(Cc2ccccc2)c(C(=O)OC(C)(C)C)c1O	0%	-1%	22%	0.4%	0%
CCN1CCSc2ccc(C(=O)Nc3ccc(NC(C)=O)cc3)cc21	-8%	-2%	22%	1.4%	11%
O=[N+]([O-])c1cnc2ccccc2c1	-8%	17%	/	i	-8%
Cn1c(C(=O)N[C@@H](C(=O)O)c2ccccc2)cc2cc(F)ccc21	3%	-22%	-19%	0.2%	-5%
Cc1[nH]c2ccccc2c1/C=N/Nc1ccc([N+](=O)[O-])cc1	-4%	11%	28%	1.3%	-1%

Some of these compounds in order of number of heavy atoms, low to high:
SMILES	PhoP GFP inhibition	influenza NS1A	M. tuberculosis	VEEV TC-83 Vero	H37Rv inhibition	others
O=[N+]([O-])c1cnc2ccccc2c1	-8%	17%	/	i	-8%
Nc1cc(=O)[nH]c(SCCSc2ccccc2)n1	0%	0%	49%	1.7%	4%
CCCN(CCC)C(=O)C[n+]1cccc(/C=N/O)c1	-9%	-2%	-4%	0.3%	-5%

More structures
SMILES	PhoP GFP inhibition	influenza NS1A	M. tuberculosis	VEEV TC-83 Vero	H37Rv inhibition	others
Nn1c(SCc2ccccc2)nnc1-c1ccccn1	0%	1%	40%	2.8%	2%
COc1ccc(-n2nnnc2SCC(=O)Nc2cccc(NC(C)=O)c2)cc1OC	5%	-13%	17%	0.8%	2%
CCOC(=O)Nc1cc2c(c(N)n1)N=C(c1ccccc1)CN2	/	5%	/	?	/
CCNc1nc(Oc2ccc(C(=O)OCC)cc2)nc(N2CCOCC2)n1	0%	/	-6%	/	11%
COc1ccc(/C=C/C(=O)NCC2COc3ccccc3O2)cc1OC (configuration not stated)	-2%	-3%	-8%	1.8%	-4%
CCCCCc1ccc(CC(=O)Nn2c(C)nc3ccccc3c2=O)cc1	7%	-2%	19%	i	10%
O=C(c1ccc([N+](=O)[O-])cc1)N1CCN(c2ncccn2)CC1	12%	-18%	-3%	i	-5%
Cc1ccc(C(C)C)c(Oc2cnccn2)c1	0%	20%	6%	0.2%	-4%
CCOc1cccc(CNCc2ccncc2)c1	3%	-9%	11%	i	-5%
CN=C(Nc1ccc(Cl)cc1)c1cccc(C(F)(F)F)c1	1%	-1%	1%	1.7%	-5%
CCCCC(=O)OCC(=O)Nc1ccc(OC(F)F)cc1	1%	2%	-8%	0.3%	0%
COc1nc(-c2cnccn2)sc1C	10%	-3%	-5%	0.1%	-8%
CCn1cc(C(=O)N2CCN(c3ccc(C(C)=O)cc3)CC2)c2cc(OC)c(OC)cc2c1=O	-22%	-5%	3%	0.5%	3%
